AmpC detergent – blocks E. coli AmpC beta-lactamase in detergent assay | P00811 | AmpC hydrolysis of nitrocefin, absorbance 480 nm, 0.01% Triton | Potency, µM (top dose mostly 114 µM), without a hit: at the top dose activity change, negative = inhibition, most hits filed as inhibitors | 0.041% of 370,000 active | AID 485294;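 further: potency means the concentration at half of the fitted maximal effect; 0% = no-compound wells and -100% = no-enzyme wells; nearly all actives have a fitted effect of over 25% in size; some results filed as inactive show a strong effect at the top dose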
Target sequence (P00811 whole entry, looked up): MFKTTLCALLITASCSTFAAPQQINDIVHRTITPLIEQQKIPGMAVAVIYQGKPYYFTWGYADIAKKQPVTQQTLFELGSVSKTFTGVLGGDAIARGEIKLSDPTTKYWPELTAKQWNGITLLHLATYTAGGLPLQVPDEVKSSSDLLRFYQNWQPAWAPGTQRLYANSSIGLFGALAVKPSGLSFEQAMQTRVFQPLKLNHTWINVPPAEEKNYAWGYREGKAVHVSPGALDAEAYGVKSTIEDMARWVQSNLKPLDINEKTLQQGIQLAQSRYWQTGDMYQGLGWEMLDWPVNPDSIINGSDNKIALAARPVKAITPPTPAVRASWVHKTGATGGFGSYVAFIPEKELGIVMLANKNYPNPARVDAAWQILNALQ
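AmpC (5.3 nM in the dispensed reagent) in 20 mM phosphate pH 7.0 with 0.01% (detergent screen) or 0.0001% Triton X-100 was preincubated with compounds for 15 min at room temperature. Nitrocefin was then added from an 800 uM solution, and hydrolysis was followed at 480 nm.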
AMA1-RON2 inh – AMA1-RON2 (P. falciparum) interaction inhibition | AlphaScreen AMA1-biotinylated RON2 peptide binding | Potency, µM (doses to about 58.2 µM), for inactives: at the highest dose activity change, negative = inhibition, hits mostly inhibitors | 0.2% of 360,000 active | AID 720542;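 further: potency means the concentration at half of the fitted maximal effect; 0% = vehicle wells and -100% = peptide control; nearly all actives have a fitted effect of over 45% in size; some results filed as inactive show a strong effect at the top dose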
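AMA1 (3D7) with his tag at 25 nM final met compounds first, then biotinylated RON2 peptide at 25 nM; detection used donor plus acceptor beads, 10 µg/mL apiece, read by AlphaScreen after 30 min at room temperature.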
AmpC no deterg – blocks E. coli AmpC beta-lactamase in detergent-free assay | P00811 | 0.52% of 330,000 active | AmpC nitrocefin hydrolysis, absorbance 480 nm, 0.0001% Triton | Potency, µM (titrated, usually from 57.1 µM), for inactives: top-dose activity change, negative = inhibition, hits mostly inhibitors;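 further: potency means the concentration at half of the fitted maximal effect; plate controls were no compound for no effect and no enzyme for full effect; nearly all actives have a fitted effect of over 20% in size; some results filed as inactive show a strong effect at the top dose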
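20 mM phosphate pH 7.0 + 0.01% (detergent screen) or 0.0001% Triton X-100; 5.3 nM AmpC reagent; cpd preinc 15 min RT; nitrocefin (800 uM stock) to start; A480 q20 s × 4 min; Activity was normalised to no-enzyme and no-compound control wells.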
HCMV inh – blocks human cytomegalovirus replication | 4.5% of 410,000 active | activity change, negative = inhibition, % at 57.5 µM | HFF cells, HCMV-luciferase reporter, 72 h; active compounds read low; in the data active means activity change below about -60%; inconclusive means no clear call, values can overlap the other calls; inactive means above about -39%
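HFF cells seeded 16 h at 37C, treated with compounds, infected with luciferase-reporter HCMV at MOI 1 PFU/cell; luciferase read at 72 h post infection, normalized to buffer-only and Salinomycin controls.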
FBPA Giardia inh – blocks Giardia fructose-bisphosphate aldolase activity | purified Giardia FBPA | Potency, µM (highest dose often 59.6 µM), for the others: top-dose activity, negative = inhibition, most hits filed as inhibitors | 0.71% of 290,000 active | AID 2451; further: potency means the concentration at half of the fitted maximal effect; nearly all actives have a fitted effect of over 55% in size
Target sequence (A8B2U2 whole entry, looked up): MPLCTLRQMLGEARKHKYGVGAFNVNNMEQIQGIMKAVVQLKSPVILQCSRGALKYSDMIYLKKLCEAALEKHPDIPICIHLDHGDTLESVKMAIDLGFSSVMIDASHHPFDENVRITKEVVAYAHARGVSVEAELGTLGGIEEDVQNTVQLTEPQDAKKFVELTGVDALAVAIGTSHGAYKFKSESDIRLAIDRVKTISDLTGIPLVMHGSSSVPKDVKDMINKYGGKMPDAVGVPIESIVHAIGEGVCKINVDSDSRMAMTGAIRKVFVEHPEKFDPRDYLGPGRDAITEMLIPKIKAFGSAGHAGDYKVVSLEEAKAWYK
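40 nM FBPA preincubated 10 min at RT with compound (up to 57.5 uM final), then substrate plus GAPDH/TPI/NAD/arsenate coupling and diaphorase/resazurin added. Fluorescence read after 20 min at RT, 525/598 nm.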
Sm TGR block – blocks Schistosoma mansoni thioredoxin glutathione reductase; Q962Y6; purified TGR, DTNB reduction, TNB absorbance 405 nm; Potency, µM (doses to about 114 µM), inactives show top-dose activity change, negative = inhibition, most hits filed as inhibitors; 3% of 360,000 active; further: potency means the concentration at half of the fitted maximal effect; nearly all actives have a fitted effect of over 60% in size
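TGR 20 nM + NADPH 100 uM (dispensed conc.), cpd preinc 15 min RT; start with NADPH (500 uM addition) then DTNB (15 mM addition). Kinetic TNB absorbance, 405 nm filter. Four-parameter Hill fit across titration.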
Numbers without * were called inactive; ? = inconclusive; . = not tested or not shown; [ ] = remark or other dose. Unless noted, the call rests on the fitted dose curve; in most records, active means well fitted curve in the direction sought with a large enough effect; inconclusive means small, poorly fitted or top-dose-only effect, or another doubt; inactive means no such curve, though single readings can be large; an effect the other way counts as inactive or inconclusive. Unless noted, on the % scale 0 is the no-effect control and ±100 the full control effect.

SMILES | AmpC detergent | AMA1-RON2 inh | AmpC no deterg | HCMV inh | FBPA Giardia inh | Sm TGR block
COc1ccc(S(=O)(=O)NCCc2ccccc2)cc1 | -1% | ? | -12% | 0 | 0% | -9%
O=S(=O)(c1ccc(F)cc1)N1CCC(n2cnc3ccccc32)CC1 | 4% | 13% | -3% | -33 | . | -6%
CCC(Sc1nc(-c2ccc(F)cc2)nc2c1Cc1c(CO)cnc(C)c1O2)C(=O)Nc1ccc(F)cc1 (centres undefined) | -8% | . | . | 17 | . | -4%
O=C1Nc2ncccc2OC1CCO (centres undefined) | 0% | -13% | -9% | 40 | 0% | -11%
O=C(Nc1cccc(O)c1)c1noc2c1CCCCC2 | -10% | -1% | -23% | -61* | -3% | 0%
Cc1ccc(S(=O)(=O)/N=C(/c2ccccc2)N2CCOCC2)c(C)c1 | 1% | 0% | -2% | -16 | -1% | 13%
Cc1cc(C)c2c(N)c(C(=O)c3ccccc3Cl)sc2n1 | -4% | 18% | -16% | -26 | -2% | -1%
COc1ccc(C(=O)n2c(-c3ccco3)nc3ccccc32)cc1 | 1% | -8% | 21% | -25 | -26% | 2%
COc1ccc2oc(=O)c(-c3csc(Nc4ccc(O)cc4)n3)cc2c1 | -6% | -10%[11.6 µM] | -25% | ? | -6% | -7%
O=C(COc1ccccc1-c1ccccc1)NCCN1C(=O)S/C(=C\c2cccnc2)C1=O | ? | -2% | 11% | -4 | 4% | -6%
CC(C(=O)Nc1cccnc1)C1Sc2ccccc2NC1=O (centres undefined) | -5% | -3% | -3% | 77 | -10% | -1%
Cc1cccc(S(=O)(=O)NCCNS(=O)(=O)c2cccc(C)c2)c1 | 2% | -9% | -42% | -25 | . | 5%
CCN(CC)c1ccc(/C=N/NC(=O)c2nnn(-c3nonc3N)c2-c2ccc(C)cc2)cc1 | -5% | 19% | -29% | -14 | . | -15%
O=C(NCCSCc1ccc(Cl)cc1)c1cccs1 | -12% | 13% | -31% | -5 | -4% | 4%
CC1CCC(NC(=O)C2CC(=O)N(c3ccc(Cl)cc3)C2)CC1 (centres undefined) | -1% | -7% | -45% | -1 | . | -28%
CCc1ccc(NCc2cc3ccc(OC)cc3n(CC(=O)Nc3ccc(C(C)C)cc3)c2=O)cc1 | 2% | . | . | 39 | . | 34%
Cc1cc(C)cc(N(CCC#N)C(=O)CSC2=Nc3ccccc3C3CC=NN23)c1 (centres undefined) | ? | 3% | 90%[activator] | 5 | -19% | -6%
CSc1nc(C)cc(-n2ccc(=O)[nH]c2=O)n1 | ? | 8% | -4% | 58 | -1% | -5%
Cc1ccccc1C(=O)N(Cc1ccc(N(C)C)cc1)CC1CCCO1 (centres undefined) | -6% | . | . | -18 | . | -4%
Cc1cc(Br)ccc1SCC(=O)OCC(=O)NCc1ccco1 | 2% | ? | -11% | -12 | -12% | 25µM*
Cc1cc(Nc2cccc(O)c2)c2cccc(Br)c2n1 | 1% | . | . | -39 | . | 2%
CCCOc1ccc(C(=O)c2ccccc2C(=O)OC2CCOC2=O)cc1OCCC (centres undefined) | ? | 1%[11.6 µM] | 38% | 27 | . | 0%
COc1ccc(-c2cc3nc(CCl)[nH]c(=O)c3s2)cc1 | 4% | 34%[activator] | -12% | 69 | -9% | -17%
OCC(C#CCN1CCCCC1)NCc1ccccc1 (centres undefined) | -3% | 3% | -24% | -35 | 5% | 1%
O=C(CCc1nnc(COc2ccccc2)o1)NC1(c2ccccc2)CC1 | 0% | -6% | 10% | 5 | 1% | -3%[57.1 µM]
CCOc1ccccc1NCc1cc(=O)oc2cc(C)ccc12 | -9% | ? | 17% | 76 | -5% | -3%
COc1ccc(C2CC(c3ccccc3)=NN2C(=O)COC(=O)COc2ccccc2)cc1 (centres undefined) | 0% | -2% | -17%[2.29 µM] | -37 | 0% | 0%
Cc1ccc(-n2ncc3c(=O)n(Cc4cccc(C(F)(F)F)c4)cnc32)cc1C | -9% | . | . | 2 | . | -1%
Cc1ccc(NC(=O)Cc2nnc(SCC(=O)Nc3nncs3)n2C)cc1 | 1% | 0% | -8% | 5 | -21% | 8%
Cc1ccc(C(=O)NC(=S)NCC2CCCO2)cc1[N+](=O)[O-] (centres undefined) | 0% | -20% | -8%[2.29 µM] | ? | -4% | -27%
CCOc1cc(/C=C2\SC(N3CCCC(C)C3)=NC2=O)ccc1O (centres undefined) | 0% | 29% | -29% | 20 | 7% | -11%
CC(C)=CC(=O)Nc1nnc(-c2cccnc2)s1 | ? | 10% | -5% | 31 | 1% | -2%
COc1ccc(Cl)cc1NC(=O)Cn1ccn(-c2cc(C)cc(C)c2)c(=O)c1=O | 13% | . | . | 109 | . | 8%
Cc1c(NC(=S)NC(=O)c2ccco2)cccc1-c1nc2ncccc2o1 | 5% | 5% | -5% | -1 | -30% | .
Cc1sc2ncnc(N=Nc3c(O)[nH]c4ccccc34)c2c1C | ? | 13% | 56% | 114 | 1% | -1%
CCOc1ccccc1NC(=O)Cn1c(-c2ccc(Cl)cc2)noc1=O | ? | 12% | -13% | -13 | -3% | -27%
CC(C)Oc1ccc(S(=O)(=O)N2CCOCC2)cc1NC(=O)C1CCC1 | -8% | -18% | -2% | -10 | . | -2%
CCSc1nnc(NC(=O)C2CCCCC2C(=O)O)s1 (centres undefined) | -12% | 2% | -14% | 26 | 0% | 0%
COc1ccc(-c2noc(CN(C(=O)C(C)Oc3ccc(C)cc3)C(C)C)n2)cc1 (centres undefined) | 13% | . | . | ? | . | -3%
COc1ccccc1NC(=O)c1cc2c([nH]c1=O)CC(C)(C)CC2=O | 2% | . | . | 9 | . | 0%
O=C(CN1C(=O)NC2(CCCC2)C1=O)N1CCN(S(=O)(=O)c2ccccc2F)CC1 | -7% | 21% | -3% | -33 | . | -1%
CCOC(=O)C1=C(C)N(CC)C(=S)NC1c1ccc(Cl)cc1 (centres undefined) | 0% | 35%[activator] | -35% | 35 | 3% | -9%
CC(C)NS(=O)(=O)c1ccc(NC(=O)NC2CCCCC2)cc1 | -13% | -7% | -27% | 21 | 6% | -5%
CCOC(=O)/C(CCC[N+](C)(CC)CC)=N\O | -18% | -8%[2.32 µM] | -22% | 6 | 0% | -5%
Cc1cc(CNC(=O)CC2C(=O)NCCN2Cc2ccc(-c3ccccc3)cc2)nn1C (centres undefined) | -2% | 18% | 157%[activator] | 4 | -26% | -26%[57.1 µM]

2 entries drawn at random from those above:
SMILES | AmpC detergent | AMA1-RON2 inh | AmpC no deterg | HCMV inh | FBPA Giardia inh | Sm TGR block
CCOC(=O)/C(CCC[N+](C)(CC)CC)=N\O | -18% | -8%[2.32 µM] | -22% | 6 | 0% | -5%
COc1ccc2oc(=O)c(-c3csc(Nc4ccc(O)cc4)n3)cc2c1 | -6% | -10%[11.6 µM] | -25% | ? | -6% | -7%

As a working copy, 5 of the compounds above:
SMILES | AmpC detergent | AMA1-RON2 inh | AmpC no deterg | HCMV inh | FBPA Giardia inh | Sm TGR block
O=C(CN1C(=O)NC2(CCCC2)C1=O)N1CCN(S(=O)(=O)c2ccccc2F)CC1 | -7% | 21% | -3% | -33 | . | -1%
CCOC(=O)C1=C(C)N(CC)C(=S)NC1c1ccc(Cl)cc1 (centres undefined) | 0% | 35%[activator] | -35% | 35 | 3% | -9%
CC(C)NS(=O)(=O)c1ccc(NC(=O)NC2CCCCC2)cc1 | -13% | -7% | -27% | 21 | 6% | -5%
CCOC(=O)/C(CCC[N+](C)(CC)CC)=N\O | -18% | -8%[2.32 µM] | -22% | 6 | 0% | -5%
Cc1cc(CNC(=O)CC2C(=O)NCCN2Cc2ccc(-c3ccccc3)cc2)nn1C (centres undefined) | -2% | 18% | 157%[activator] | 4 | -26% | -26%[57.1 µM]

Next structures follow:
SMILES | AmpC detergent | AMA1-RON2 inh | AmpC no deterg | HCMV inh | FBPA Giardia inh | Sm TGR block
O=C(CN1C(=O)NC2(CCCC2)C1=O)N1CCN(C(=O)c2ccco2)CC1 | ? | 8% | -20% | -14 | 0% | 0%
N#CC(c1ccccc1O)N1N=C(c2ccccc2)CC1c1ccccc1 (centres undefined) | -7% | 95%[activator] | -53% | -61* | -30% | 0%
Cc1ccccc1-n1nnnc1SCC(N)=O | ? | -7% | -16% | -4 | 7% | 9%
CC1(C)CNc2cc(N)ccc2S1 | -10% | ? | 18% | ? | ? | ?
Cn1c(=O)[nH]c(=O)c2c1nc(Br)n2C/C=N/NC(N)=S | -1% | . | -11% | -33 | -18% | -1%
CCOC(=O)c1c(NC(=O)COc2cccc(C(F)(F)F)c2)sc2c1CCC(C)C2 (centres undefined) | 5% | . | . | 8 | . | 1%
CC(C)Oc1ccc2nnnn2n1 | -17% | 2% | 7% | 1 | 8% | 4%
N/C(=N\OC(=O)Nc1ccc(Cl)c(Cl)c1)c1ncc(C(F)(F)F)cc1Cl | ? | 4% | -18% | 19 | -17% | 0%
Cc1noc(C)c1COc1ccc(C(=O)N2CCCC(C(N)=O)C2)cc1 (centres undefined) | ? | 3% | -5% | -6 | . | 2%
COc1ccc(NC(=O)CNC(=O)Cn2ccc3ccccc3c2=O)cc1OC | 12% | . | . | 4 | . | 23%
CSCCC(NC(=O)c1ccccc1Cl)C(=O)NNC(=O)c1csc(N2CCOCC2)n1 (centres undefined) | -9% | 109%[activator] | -5% | 5 | . | 0%
Cc1noc(C)c1COc1ccc(C(=O)NNC(=O)c2ccccc2)cc1 | -10% | -9% | -17% | 23 | . | -7%
CC(C)COc1ccc(C(=O)N2C(=O)c3ccc(N)cc3C2=O)cc1 | -7% | 5% | -36% | -10 | 1% | 6%
S=c1[nH]nc(C2CCCCC2)n1/N=C/c1cccc(Br)c1 | ? | 44%[activator] | -32% | -26 | 13% | 0%
COC(=O)c1ccc(NC(=O)C(=O)NCCc2sc(-c3cccc(F)c3)nc2C)cc1 | -3% | . | . | 8 | . | 1%
C[C@]12c3[nH]c4ccc(Cl)cc4c3CCN1C(=O)[C@@H](CC(=O)NCc1ccco1)C[C@@H]2C(=O)N1CCOCC1 | . | -20% | 236%[activator] | -8 | . | .
O=C(Nc1ccc(S(=O)(=O)Nc2ncccn2)cc1)C1=COCCO1 | -13% | 13% | -3% | -7 | . | -26%
O=C(NC1CCS(=O)(=O)C1)c1ccc(S(=O)(=O)N2CCCC2)cc1 (centres undefined) | ? | -11% | -12% | ? | 5% | -22%
Cn1c(C(=O)N(Cc2ccccc2)Cc2ccccn2)cc2sccc21 | ? | -7% | 69%[activator] | -16 | -2% | 0%
COc1ccc(CN(C)CC(=O)N2CCc3ccccc3C2)cc1 | ? | -21% | -5% | -31 | 0% | 3%
O=C(O)CCN1C(=O)c2ccc(NC(=O)CCc3ccccc3)cc2C1=O | -3% | 0% | -20% | 45 | 3% | 9%
Nc1ncnc(Nc2cc(Cl)cc(Cl)c2)c1[N+](=O)[O-] | -3% | -5% | -19% | -37 | 4% | 5%
CCS(=O)(=O)c1nc2ccccc2n1CC(=O)N1CCOCC1 | -10% | 1% | -10% | -6 | 6% | 0%
COc1ccc2cc(-c3nc(Cl)c4c5c(sc4n3)CC(C)CC5)c(=O)oc2c1 (centres undefined) | 17% | . | . | -13 | . | 0%

High-throughput results (PubChem)
